Lipid droplet: inhibitors of hepatocyte lipid droplet formation, primary screen, imaging, high-throughput imaging, BODIPY stain; AML12 mouse hepatocytes, oleate lipid droplets; inhibition, % at 6.5 µM; 0.4% of 240,000 active;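 active means lipid droplet intensity inhibited by at least 50%, with more than 500 cells counted; inconclusive means wells with under 300 cells, treated as cytotoxic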
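Material: mouse AML12 hepatocyte cell line, fixed after treatment; Timing: compound with oleate, overnight; Technique: high-content imaging of BODIPY-stained droplets and DAPI nuclei; Probe or stimulus: oleate, 100 µM final; Dosing: compound at 6.5 µM only.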
Ins promoter up: insulin promoter activators in MIN6 cells, imaging, high-content screening, mouse beta cells; MIN6 insulin promoter-GFP reporter; active compounds read high; z-score at 5 µM; 0.3% of 190,000 active;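 active means z-score above 3 at 5 µM with at least 500 cells counted in the well; inconclusive means wells under 500 cells, flagged as cytotoxic or low count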
PMI inhibitors: inhibitors of human PMI, primary screen, biochemical, fluorescence intensity, coupled assay (AID 1209); purified PMI enzyme, coupled fluorescence intensity; higher % means a stronger effect; inhibition, % at 20 µM, or IC50 in µM where a hit was titrated; 0.42% of 190,000 active; Mannose-6-phosphate isomerase (Homo sapiens);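 further: plate controls were DMSO vehicle for no effect and wells lacking substrate for full effect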
T cell HTS: modulators of CD8 T cell-vesicle binding, primary screen, mouse 2C CD8+ T cells, flow cytometry | 2C CD8+ T cell-vesicle binding; active compounds read low | calls only at 7 µM | 0.068% of 330,000 active | AID 2052, 2009;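 active means response, share of CD8 T cells binding vesicles, and their 90th percentile fluorescence all below set limits, cut at about 80% in these data, passing the limit was not always enough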
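Assay system: 2C TCR transgenic mouse naive CD8+ T cells, MACS-purified | Read-out: CD8+ gate FL2 mean fluorescence as % of same-row positive control | Signal: High-throughput flow cytometry with anti-B7-1 and anti-CD8 staining | Timing: Binding step 1.5 h, 37 °C, antibody labelling 20 min, ice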
MT stabilizer: microtubule stabilizers in HeLa cells, primary screen, imaging, high-content imaging; HeLa tubulin immunostaining HCS, 24 h; share of cells brighter than vehicle mean+2SD; % tubulin-high responders, % at 10 µM; 0.83% of 200,000 active; AID 2205, 2009;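 active means plate Z-score above 3 for both tubulin-high and condensed-nucleus cell shares, with cell loss under 80%, at 10 µM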;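 further: anti alpha tubulin signal scored within the nucleus-defined area of each cell; some results filed as inactive read as strong as hits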
TNAP activators: human TNAP enzyme activators, primary screen, biochemical, luminescent, no phosphate acceptor, uHTS (AID 1001); Alkaline phosphatase, tissue-nonspecific isozyme (Homo sapiens); purified TNAP, luminescent activation assay, no phosphate acceptor; higher activation fold means a stronger effect; activation fold at 20 µM, or EC50 in µM where a hit was titrated; 0.03% of 200,000 active; in the data active means activation fold from about 3, or a potency from the dose series; inactive means the rest, 99 in 100 with activation fold below about 1.6; further: many of its hits are not listed in these tables
Autophagy HCS: autophagy modulators in MEF cells, primary screen, imaging, high-content, MEF GFP-LC3; AID 463193, 2010; MEF GFP-LC3 puncta imaging; test concentration mostly 10 µM; 0.98% of 190,000 active; calls only at 10 µM (by protocol);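 active means percentage of spot-positive cells more than 3 SD above its plate mean, without a fluorescence outlier flag or 80% toxicity; inconclusive means no clear call, values can overlap the other calls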;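 further: spot-positive cell cutoff set from DMSO-treated cells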
bCat nuc transl: modulators of beta-catenin nuclear translocation, primary screen, imaging, HeLa cells, immunofluorescence, high-content. nuclear translocation activity, % at 5 µM. 0.3% of 190,000 active. AID 1665, 2009;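 active means nuclear translocation activity above 50% at 5 µM, with a well cell count of 50 or more; inconclusive means wells under 50 cells across six images, flagged as toxic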;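 further: per-cell ratio of nuclear to cytoplasmic median beta-catenin stain intensity; plate controls were DMSO negative control for no effect and GSK-3 inhibitor IX positive control for full effect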
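Test system: human HeLa cells, native beta-catenin. Compound dosing: 5 µM primary single dose, 0.1% DMSO, 0.02–20 µM confirmation series. Incubation: compound exposure 24 h at 37°C. Detection: beta-catenin immunostaining with DAPI counterstain, 20x imaging, 6 fields/well. Read-out basis: Nuclear/cytoplasmic beta-catenin signal ratio, % activation.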
human PMI inhibitors: human PMI inhibitors, high substrate, primary screen, biochemical, fluorescence intensity, high mannose 6-phosphate (AID 1220) | Mannose-6-phosphate isomerase (Homo sapiens) | recombinant PMI enzyme, coupled fluorescence intensity; higher % means a stronger effect | one-dose inhibition, % at 20 µM; IC50 in µM for titrated hits | 0.66% of 190,000 active
Ins promoter up cell count: recorded beside Ins promoter up, whose call it bears; cell count; measured here: cytotoxicity, nuclei count;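 total cells summed across four imaged fields per well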
Lipid droplet cells 6.5 µM: also measured in Lipid droplet; calls as there; cell count; measured here: cell count, cytotoxicity flag;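 cells counted across two imaged fields per well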
bCat nuc transl cell count 5 µM: recorded beside bCat nuc transl, whose call it bears; cell count; measured here: cell count, cytotoxicity flag
T cell HTS vesicle-bound %: recorded beside T cell HTS, whose call it bears; double positive events, %; measured here: CD8+ vesicle-bound cell fraction;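 binding gate set so that unloaded-vesicle control wells show 10% double positive cells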
MT stabilizer Hoechst-high %: recorded beside MT stabilizer, whose call it bears; % Hoechst-high responders; measured here: nuclear condensation Hoechst responders;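 share of cells brighter than vehicle mean plus two SD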
MT stabilizer cytotoxicity %: second read-out of MT stabilizer, no call of its own (marks repeat the call); toxicity, %; measured here: cytotoxicity by cell density;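 0% = mean cell density of plate MIN control wells and 100% = no cells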
Autophagy HCS cell loss 18 h: second read-out of Autophagy HCS, no call of its own (marks repeat the call); toxicity, %; measured here: cell loss, nuclei count;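 cell loss after 18 h compound exposure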
* marks the source's active call; other numbers are inactive results; i = inactive; u = inconclusive; x = no result given. Unless noted, no stated cut-off is given here; in the data, active means inhibition above about 50%; inactive means the rest.

SMILES	Lipid droplet	Lipid droplet cells 6.5 µM	Ins promoter up	Ins promoter up cell count	PMI inhibitors	T cell HTS	T cell HTS vesicle-bound %	MT stabilizer	MT stabilizer Hoechst-high %	MT stabilizer cytotoxicity %	TNAP activators	Autophagy HCS	Autophagy HCS cell loss 18 h	bCat nuc transl	bCat nuc transl cell count 5 µM	human PMI inhibitors
N#CCCC12CCCCC1=Nc1ccccc12 (stereo not given)	x	x	-0.71	972	0%	i	21	2.3	2.0	8.9	1	i	2	2.0	1143	4%
Cc1cc(C)cc(NC(=O)NN2C(C)CCCC2C)c1 (stereo not given)	19	754	-0.55	1271	4%	i	7	4.9	2.0	6.7	1.1	i	0	0.0	1089	4%
COCCNC(=O)COC(=O)/C=C/c1cnc2ccccc2n1	x	x	-0.54	1524	-2%	i	22	3.4	1.5	7.3	1	i	-26	-0.9	1366	4%
CCCOC(=O)c1ccc(NC(=O)CC(C)(C)C)cc1	-22	622	0.36	1457	x	i	54	2.0	1.3	12	1.1	i	-21	0.6	1505	x
Cc1cccc(NC(=O)CN2C(=O)N/C(=C/c3cc(C)n(C)c3C)C2=O)c1	2	726	-0.15	1303	-23%	x	x	5.2	2.8	12	1	i	-7	0.4	1109	-1%
Cn1ncc(Br)c1C(=O)Nc1ccc(Cl)cn1	1	699	-0.03	1853	-4%	i	10	8.8	3.3	5.5	1	i	-5	-1.6	1074	1%
O=C(Cn1cnc2ccccc2c1=O)c1ccc(Br)cc1	-5	745	-0.37	1514	9%	i	69	1.5	1.3	1.1	1.1	i	11	1.1	958	-3%
CCn1c(SCC(=O)Nc2nc3ccc(C)cc3s2)nc2c(c1=O)SC(C)C2 (stereo not given)	x	x	-1.4	1020	16%	i	35	4.8	4.3	1.1	1.1	i	20	-0.8	1353	10%
Cc1cccc(NC(=S)NCC(c2cccnc2)N(C)C)c1C (stereo not given)	9	663	1.9	965	13%	i	42	4.6	3.0	5.3	1.1	i	2	3.5	1022	10%
Cc1nc2cc3ccccc3cc2n1C	11	685	0.33	1360	17%	i	18	3.3	3.2	7.2	1.1	i	-8	-3.2	570	34%
CCN(CC)c1ccc(C=Nc2ccccc2C)c(O)c1	2	645	0.02	1187	27%	i	5	2.2	2.5	7.6	1.1	i	16	2.6	508	67%*
O=C(Cn1nc(CNc2ccc(Br)cc2)[n+]2c1CCCCC2)c1ccc([N+](=O)[O-])cc1	2	644	-0.48	1089	x	i	0	x	x	x	x	x	x	0.0	1342	x
CC(=O)Nc1ccc(NC(=O)Cn2ccc([N+](=O)[O-])n2)cc1	21	708	-0.39	1531	22%	i	37	4.6	2.3	9.0	1	i	-19	0.6	1458	10%
CCC(CO)NCc1ccc(Br)cc1 (stereo not given)	-12	728	0.43	1552	-3%	i	60	4.8	2.0	5.6	1.2	i	14	0.0	892	-6%
COC(c1ccccc1)c1nnc(CCC(=O)N2CCN(Cc3cccs3)CC2)o1 (stereo not given)	-2	738	0.23	1399	9%	i	6	1.6	0.7	0.5	1.1	i	-1	0.7	1099	2%
O=C(NCc1n[nH]c(=S)n1-c1cccc(Cl)c1)c1cccs1	-1	676	1.1	1363	2%	i	30	1.3	1.8	11	1	i	8	-1.9	1100	9%
C=CCNC(=S)N/N=C/c1cccc([N+](=O)[O-])c1	23	671	1.2	1126	-9%	i	32	2.5	2.7	7.9	1.1	i	5	-0.3	1002	-1%
Cn1cnnc1Sc1nc2ccccc2nc1NS(=O)(=O)c1ccccc1	x	x	-0.7	1459	-16%	i	8	3.2	2.2	10	1	i	-11	-4.3	863	-44%
Nc1ccc(C(=O)OCC(=O)N2CCOCC2)cc1[N+](=O)[O-]	4	651	0.82	1493	15%	i	29	5.8	2.2	5.1	1	i	-3	-2.6	1101	15%
O=C(CSc1nnc(-c2ccc(F)cc2)o1)N1CCN(C(=O)c2ccco2)CC1	x	x	1.1	1174	0%	i	39	1.6	2.1	5.7	1.1	i	1	-1.4	1172	7%
O=C(CCN1C(=O)c2cccc3cccc(c23)C1=O)N1CCN(Cc2ccc3c(c2)OCO3)CC1	x	x	0.26	1626	10%	i	12	4.7	1.6	12	0.9	i	13	-1.5	1371	11%
CCOC(=O)c1ccc(OCC(=O)c2ccc(O)cc2O)cc1	x	x	x	x	8%	i	16	2.0	1.4	5.9	1.1	i	6	-0.7	1135	9%
COc1ccc(/C(C)=N/OCC(=O)N=Nc2c(O)[nH]c3ccc(Br)cc23)cc1	8	647	-0.19	1268	10%	i	10	5.9	6.4	8.3	1.3	i	0	0.1	969	16%
CC(=O)N(C)C1=C(N2CCOCC2)C(=O)c2ccccc2C1=O	x	x	-0.7	1339	29%	i	49	6.5	2.3	19	0.9	i	21	1.6	1421	33%
COc1ccccc1-n1c(CCn2nc(C)c(Br)c2C)n[nH]c1=S	-21	718	0.2	1371	-5%	i	48	3.6	1.4	1.4	1	i	6	-3.4	570	7%
O=C(Cn1cc2c(n1)CCCCC2)Nc1ccccc1Cl	3	726	0.15	1189	x	i	35	x	x	x	x	x	x	1.5	1291	x
Cc1c(Br)ccc(NC(=O)c2ccccc2[N+](=O)[O-])c1C	9	699	-0.23	1550	-7%	i	57	2.2	1.8	4.1	1.1	i	12	-1.0	1070	-8%
COc1ccc(C(=O)C2CCCN(Cc3ccc4c(c3)OCCO4)C2)cc1F (stereo not given)	1	718	0.13	1051	x	i	20	x	x	x	x	x	x	0.3	1294	x
COc1cc(OC)cc(C(=O)N2CCN(Cc3ccccc3Br)CC2)c1	3	716	-0.43	1480	4%	i	3	1.2	1.0	5.1	1.1	i	-18	-0.1	988	-2%
O=C(Nc1ccc(Cl)cc1)ON=C1CCCC1	u	x	1.8	1133	23%	i	4	3.8	2.5	8.0	1	i	14	4.5	1127	16%
Cc1cc(C)cc(N2C(=O)CN(Cc3sccc3C)C2=S)c1	1	545	-0.03	1369	0%	i	14	3.0	1.9	3.2	1	i	6	-1.3	578	0%
COC(=O)C1=C(CSc2nccn2C)NC(=O)NC1c1cc(C)ccc1C (stereo not given)	4	760	0.77	819	15%	i	25	1.0	2.2	8.2	1.1	i	-10	-1.7	1000	12%
CCCC1C2C(=O)N(c3cccc(C)c3)C(=O)C2ON1c1ccccc1 (stereo not given)	6	700	0.34	1121	x	i	18	x	x	x	x	x	x	-0.7	1331	x
COc1ccc(C(=O)OC/C(O)=C(\C#N)c2nc3ccccc3[nH]2)cc1S(=O)(=O)N1CCOCC1	24	679	0.02	1320	-5%	i	65	1.6	2.7	7.2	1.1	i	3	-2.5	675	3%
CCOC(=O)c1cc(-c2ccccc2)sc1NC(=O)C(C)Sc1nnc(N)s1 (stereo not given)	-26	531	-0.16	2091	20%	i	25	5.0	2.6	13	1.1	i	-3	2.5	983	12%
COc1ccc(/C=C(/NC(=O)c2ccccc2Cl)C(=O)NCCCC(=O)O)cc1	3	643	0.38	1412	2%	i	22	0.9	1.0	4.1	1.1	i	5	2.8	902	0%
COc1ccc(CNC(=O)C(C)Sc2nc3ccccc3c(=O)n2CCCN2CCOCC2)cc1 (stereo not given)	-19	664	-0.73	1283	-2%	i	30	3.7	2.7	7.8	1.1	i	15	-4.0	1028	7%
S=C(NCC1CCCO1)Nc1ccc(Cl)cc1Cl (stereo not given)	-4	656	0.56	1361	-1%	i	54	2.2	3.5	11	1.1	i	-6	-3.3	541	7%
CCOc1ccc(/C=C/C2=CC(C)(C)NC(=S)N2)cc1	-18	643	-0.3	1390	-31%	i	65	2.5	1.8	0.1	1	i	-3	-1.8	1168	-30%
CC1(C)OC(=O)C(=CNCC(=O)NCC(=O)O)C(=O)O1	26	795	0.26	682	15%	i	43	5.4	2.1	5.8	1	i	0	5.0	1065	10%

Compound profiles, as listed above. Order of screens: Lipid droplet, Lipid droplet cells 6.5 µM, Ins promoter up, Ins promoter up cell count, PMI inhibitors, T cell HTS, T cell HTS vesicle-bound %, MT stabilizer, MT stabilizer Hoechst-high %, MT stabilizer cytotoxicity %, TNAP activators, Autophagy HCS, Autophagy HCS cell loss 18 h, bCat nuc transl, bCat nuc transl cell count 5 µM, human PMI inhibitors
`CC(=O)N(C)C1=C(N2CCOCC2)C(=O)c2ccccc2C1=O` is listed as x, x, -0.7, 1339, 29%, i, 49, 6.5, 2.3, 19, 0.9, i, 21, 1.6, 1421, 33%
`Cc1cc(C)cc(N2C(=O)CN(Cc3sccc3C)C2=S)c1` is listed as 1, 545, -0.03, 1369, 0%, i, 14, 3.0, 1.9, 3.2, 1, i, 6, -1.3, 578, 0%

Carrying on:
SMILES	Lipid droplet	Lipid droplet cells 6.5 µM	Ins promoter up	Ins promoter up cell count	PMI inhibitors	T cell HTS	T cell HTS vesicle-bound %	MT stabilizer	MT stabilizer Hoechst-high %	MT stabilizer cytotoxicity %	TNAP activators	Autophagy HCS	Autophagy HCS cell loss 18 h	bCat nuc transl	bCat nuc transl cell count 5 µM	human PMI inhibitors
Cc1ccc2nsnc2c1NC(=O)c1cccnc1Cl	-3	734	-0.39	1215	-8%	i	19	3.4	2.0	7.0	1	i	-8	2.4	517	-7%
COc1ccc(C(=O)Nc2ccc3c(c2)OCCO3)cc1[N+](=O)[O-]	1	675	-0.25	1140	4%	i	52	3.7	2.0	1.5	1.2	i	-9	2.6	986	-2%
CCN(CC)C(=O)c1cnn(-c2ccccc2)c1NC(=O)c1ccccc1F	-2	739	x	x	-5%	i	60	3.8	2.3	4.9	1.1	i	21	2.7	588	-10%
CCOC(=O)Cc1csc(NC(=S)NC(=O)C(C)(C)C)n1	-14	657	0.74	1337	0%	i	38	1.7	2.7	1.5	1	i	11	8.6	522	-6%

Source: PubChem
